bCat nuc transl = beta-catenin nuclear translocation modulation; HeLa beta-catenin nuclear translocation, immunofluorescence imaging; nuclear translocation activity, % at 5 µM; 190,000 compounds, 0.3% hits;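 active means nuclear translocation activity above 50% at 5 µM, with a well cell count of 50 or more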;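 further: per-cell ratio of nuclear to cytoplasmic median beta-catenin stain intensity; plate controls were DMSO negative control for no effect and GSK-3 inhibitor IX positive control for full effect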
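Test system: human HeLa cell line; Doses: 5 µM primary, 0.02–20 µM confirmation; Incubation: 24 h compound exposure, 37°C; Detection: beta-catenin immunofluorescence imaging with DAPI; Read-out: beta-catenin nuclear/cytoplasmic ratio, % activation.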
Rac1 GTP hydrolysis = MgcRacGAP GTPase-activating activity inhibitors, confirmation, biochemical, ADP Hunter fluorescence; MgcRacGAP-stimulated Rac1 GTP hydrolysis, ADP Hunter fluorescence; higher % means a stronger effect; GST-tagged Rac1 F28L mutant substrate; one-dose inhibition, % at 30 µM; IC50 in µM for titrated hits; 340,000 compounds, 0.6% hits; AID 624330;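 active means first-screen hits whose inhibition reached a set limit at any dose in the follow-up dose series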;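 further: fluorescence reports GDP produced by GAP-driven GTP hydrolysis; strong numbers were not always called active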
WT yeast gro inh = growth inhibition of WT yeast, mitochondrial fusion screen | mitochondrial fusion phenotypic screen, WT strain | inhibition, % at 10 µM | 190,000 compounds, 2.1% hits; in the data active means inhibition above about 58%; tested in S. cerevisiae
RSV CPE inhibition = RSV antiviral activity via CPE protection, HEp-2 cells, primary 10 µM value included (AID 2391); CPE inhibition, % at 10 µM; hits with a dose series show IC50 in µM; 310,000 compounds, 0.13% hits; HEp-2 cells, RSV-induced CPE inhibition; higher % means a stronger effect; in the data active means a potency from the dose series; further: strong numbers were not always called active
West Nile virus CPE = West Nile virus antiviral activity, cell-based, CPE readout (AID 1621). West Nile virus-infected cells, CPE inhibition; higher % means a stronger effect. one-dose CPE inhibition, % at 10 µM; IC50 in µM for titrated hits. 290,000 compounds, 0.02% hits; in the data active means a potency from the dose series; further: strong numbers were not always called active
Large T inhibition = TAg ATPase/helicase activity blockers – biochemical (AID 1903); 310,000 compounds, 0.39% hits; SV40 large T antigen ATPase/helicase inhibition assay; higher % means a stronger effect; one-dose inhibition, % at 20 µM; IC50 in µM for titrated hits; in the data active means a potency from the dose series; further: strong numbers were not always called active
PhoP inhibition = inhibitors of PhoP regulon expression, primary screen, Salmonella Typhimurium, GFP reporter (AID 1863); S. Typhimurium PhoP-regulated promoter GFP reporter, 4 h; higher % means a stronger effect; one-dose inhibition, % at 50 µM; IC50 in µM for titrated hits; 300,000 compounds, 0.16% hits;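 active means inhibition over 29.93%, a cutoff 3 SD above the screen mean, later confirmed by dose response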;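 further: 0% = low Mg2+ inducing control and 100% = high Mg2+ repressing control; strong numbers were not always called active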
Myeloid diff MLP = myeloid differentiation induction; AID 624256; 360,000 compounds, 1% hits; ER-HoxA9 myeloid progenitors, lysozyme-GFP differentiation, flow cytometry; calls only at 10 µM;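 active means normalized GFP-positive differentiation at or above the plate's own cutoff, the solvent-only control mean plus 3 SD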;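 further: cells exposed to compound for four days before flow analysis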
T cell HTS = modulates CD8 T cell binding to vesicles; 2C CD8+ T cell-vesicle binding, flow cytometry; hits give low values; calls only at 7 µM; 330,000 compounds, 0.068% hits; AID 2052;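 active means response, share of CD8 T cells binding vesicles, and their 90th percentile fluorescence all below set limits, cut at about 80% in these data, passing the limit was not always enough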
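Material: murine 2C transgenic CD8+ T lymphocytes / Also added: QL9-peptide-loaded Drosophila micro-vesicles bearing Ld, ICAM-1 and B7-1 / Schedule: binding step 1.5 h, 37 °C, antibody labelling 20 min, ice / Signal: flow cytometry, PE anti-B7-1 (FL2) versus Alexa647 anti-CD8 (FL8), PFA-fixed / Evaluation: percent CD8+ FL2 mean versus row control / Benchmarks: naked versus QL9-loaded vesicles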
WT yeast gro inh mutant strain = recorded beside WT yeast gro inh, whose call it bears; inhibition, %; mitochondrial fusion phenotypic screen, mutant strain inhibition
bCat nuc transl cell count 5 µM = recorded beside bCat nuc transl, whose call it bears; cell count; measured here: cell count, cytotoxicity flag
T cell HTS vesicle-bound % = second read-out of T cell HTS, no call of its own (marks repeat the call); double positive events, %; measured here: CD8+ vesicle-bound cell fraction;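 binding gate set so that unloaded-vesicle control wells show 10% double positive cells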
Myeloid diff MLP GFP+ MAC1+ % = recorded beside Myeloid diff MLP, whose call it bears; GFP+ MAC1+ double positive, %; measured here: differentiation confirmed by MAC1 staining
* marks the source's active call; other numbers are inactive results; i = inactive; · = no result given; & = joins results of further samples.

SMILES | bCat nuc transl | bCat nuc transl cell count 5 µM | Rac1 GTP hydrolysis | WT yeast gro inh | WT yeast gro inh mutant strain | RSV CPE inhibition | West Nile virus CPE | Large T inhibition | PhoP inhibition | Myeloid diff MLP | Myeloid diff MLP GFP+ MAC1+ % | T cell HTS | T cell HTS vesicle-bound %
COCCn1c(SCC(=O)N(C)c2c(N)n(Cc3ccccc3)c(=O)[nH]c2=O)nnc1-c1cccc(C)c1 | · | · | 2.2% | · | · | -0.9% | · | 2.9% | 9.6% | i | 1.2 | i | 32.9
CCOCCCNC(=O)c1ccc(N(C)S(=O)(=O)c2ccc(OC)cc2)cc1 | 1.5 | 1116 | 6.1% | -6.9 | -10.5 | 0.4% | 0.6% | -1.1% | -3.1% | i | 4.2 | i | 12.7
COCC1CCCN(Cc2cn[nH]c2-c2cc3ccccc3o2)C1 (centres undefined) | -0.2 | 1037 | 11.4% | 6.4 | 3.3 | 2.3% | 0.0% | 6.2% | 3.9% | i | 0.3 | i | 41.0
CCNc1nc(NCC)nc(N/N=C/c2ccc(Br)cc2)n1 | -3.0 | 1130 | 4.6% | 25.2 | 42.0 | 3.3% | -1.5% | 5.6% | -9.8% | i | 0.3 | i | 21.8
Cc1ccc(-n2nnnc2SCC(=O)c2c(N)n(C3CC3)c(=O)[nH]c2=O)c(C)c1 | · | · | 9.8% | · | · | 1.8% | · | · | · | i | 0.6 | i | 41.1
CCOC(=O)c1sc(/S(C)=N\S(=O)(=O)c2cccc(Cl)c2)c2c1CCC=C2 (centres undefined) | -1.2 | 1363 | 0.3% | · | · | 0.8% | -0.2% | 11.1% | -5.3% | i | 0.3 | i | 33.8
NC(=O)N1c2ccccc2CC(=O)c2ccccc21 | -1.5&-2.7 | 843&1187 | 0.1% | 0.2&-5.4 | 3.6&3.9 | -0.3% | -0.1% | -3.4%&19.9%&5.8% | -0.8%&-4.5%&-11.5% | i | 2.0 | i | 16.8
CC(C)(C)c1ccc(C(=O)CSc2n[nH]c(=O)[nH]c2=O)cc1 | -2.8 | 1195 | 10.0% | -17.8 | 4.3 | 2.3% | · | 20.2% | -7.2% | i | 2.9 | i | 35.9
COC(=O)c1cc2sccc2n1CC(=O)Nc1cccc(SC)c1 | -2.2 | 1074 | 0.0% | 6.0 | -1.2 | -0.2% | 0.1% | -0.6% | 5.8% | i | 5.1 | i | 34.8
O=C(Nc1nc2ccccc2s1)c1cnccn1 | 2.3 | 1154 | 0.4% | 23.6 | 27.9 | 1.6% | 0.6% | 8.7% | 2.7% | i | 0.8 | i | 40.5
Cc1cc(C)c2nc(N)sc2c1 | 1.6 | 1016 | 18.6% | 1.5 | 2.4 | 11.7% | -0.1% | 2.7% | 6.3% | i | 0.6 | i | 16.8
Cc1ccc(-c2nonc2NC(=O)c2ccco2)cc1 | · | · | -21.2% | · | · | 3.2% | -0.7% | 4.8% | 1.3% | i | 0.6 | i | 58.9
CCOc1ccc2[nH]c3c(NCCOC)ncnc3c2c1 | · | · | 19.1% | · | · | 1.4% | 0.2% | 12.9% | -3.6% | i | 0.3 | i | 28.5
CCS(=O)(=O)Nc1cccc(C2=NN(S(=O)(=O)c3ccccc3)C(c3cccs3)C2)c1 (centres undefined) | -0.1 | 1270 | 10.4% | -12.8 | -21.6 | 0.2% | -0.1% | 6.0% | -8.5% | i | 1.2 | i | 44.6
CN(c1ccccc1)S(=O)(=O)c1ccc(-c2ccccc2)cc1 | · | · | 4.1% | · | · | 8.9% | -0.9% | 7.1% | 1.1% | i | 0.7 | i | 42.9
NC(=O)c1ccc(-n2nnnc2Oc2ccccc2C(=O)N2CCOCC2)cc1 | · | · | 15.0% | 5.8 | 29.9 | 0.2% | 0.2% | -0.5% | 7.9% | i | 2.1 | i | 34.2
c1nc(NCC2CCCO2)c2[nH]cnc2n1 (centres undefined) | · | · | -5.0% | 0.3 | 2.1 | 1.1% | -0.3% | · | · | i | 8.9 | i | 19.3
CCC(=O)c1ccc(OCC(O)Cn2nc(C)c(C(C)=O)c2C)cc1 (centres undefined) | 0.8 | 1489 | 2.1% | -6.2 | -0.7 | 6.9% | -0.8% | 0.4% | 6.8% | i | 0.8 | i | 60.9
COc1ccccc1Nc1nc(-c2sc(NC(=O)C(C)(C)C)nc2C)cs1 | 3.0 | 888 | -4.0% | -7.0 | 3.4 | 2.7% | 0.6% | 8.6% | 6.4% | i | 1.4 | i | 20.3
Brc1ccc(OCc2cn3ccccc3n2)cc1 | 6.2 | 826 | 3.7% | 14.5 | 22.4 | 5.7% | 0.9% | 8.6% | 3.8% | i | 1.3 | i | 37.6
Cc1cc(C)cc(NC(=O)Nc2ccc(S(=O)(=O)Nc3cc(C)on3)cc2)c1 | · | · | · | · | · | 1.7% | 0.6% | 14.0% | 0.7% | i | 0.4 | i | 48.4
Cc1cc(C)c2nc3s/c(=C/c4ccccc4)c(=O)n3c2c1 | -4.7 | 1227 | · | -1.4 | -4.1 | · | 0.1% | 0.1% | 1.4% | · | · | · | ·
CCOc1ccc(-n2nnnc2-c2nc3ccccc3s2)cc1 | 0.2 | 913 | 7.7% | 3.6 | -15.1 | 3.9% | 0.2% | 4.8% | 2.4% | i | 0.6 | i | 41.8
CC(C)Oc1cccc(C2NC(=O)c3ccccc3O2)c1 (centres undefined) | · | · | 9.9% | · | · | 2.0% | -0.8% | 6.4% | -2.5% | i | 0.7 | i | 55.9
COc1ccc(NC(=O)c2cncc(Br)c2)cc1S(=O)(=O)N1CCCCC1 | -1.8 | 965 | 8.6% | 15.8 | 0.0 | 0.0% | -1.4% | -0.5% | -2.9% | i | 0.8 | i | 27.4

Overlap with the part before: 3 entries; new compounds follow.
SMILES | bCat nuc transl | bCat nuc transl cell count 5 µM | Rac1 GTP hydrolysis | WT yeast gro inh | WT yeast gro inh mutant strain | RSV CPE inhibition | West Nile virus CPE | Large T inhibition | PhoP inhibition | Myeloid diff MLP | Myeloid diff MLP GFP+ MAC1+ % | T cell HTS | T cell HTS vesicle-bound %
CCOc1ccc(-n2nnnc2-c2nc3ccccc3s2)cc1 | 0.2 | 913 | 7.7% | 3.6 | -15.1 | 3.9% | 0.2% | 4.8% | 2.4% | i | 0.6 | i | 41.8
CC(C)Oc1cccc(C2NC(=O)c3ccccc3O2)c1 (centres undefined) | · | · | 9.9% | · | · | 2.0% | -0.8% | 6.4% | -2.5% | i | 0.7 | i | 55.9
COc1ccc(NC(=O)c2cncc(Br)c2)cc1S(=O)(=O)N1CCCCC1 | -1.8 | 965 | 8.6% | 15.8 | 0.0 | 0.0% | -1.4% | -0.5% | -2.9% | i | 0.8 | i | 27.4
CCOC(=O)C(C)Sc1nc2c([nH]c3ccccc32)c(=O)n1C (centres undefined) | 1.1 | 1020 | 5.0% | -8.0 | 0.0 | -0.8% | 0.5% | 7.9% | -8.9% | i | 4.6 | i | 14.9
O=C(OCc1ccc(Cl)c(Cl)c1)c1cnccn1 | · | · | 0.0% | 12.4 | 11.1 | 1.3% | -0.3% | 7.7% | 4.0% | i | 0.4 | i | 14.5
Cc1[nH]c(=S)c(C#N)c(C)c1CC(=O)c1ccc(Br)cc1 | · | · | 8.2% | · | · | 2.8% | -1.8% | 19.0% | 0.0% | i | 0.3 | i | 45.3
Cc1cc2nn(-c3cccc4ccccc34)nc2cc1N | -0.7 | 1057 | -1.5% | 7.2 | -8.2 | 3.9% | 0.2% | 1.4% | 2.4% | i | 1.1 | i | 32.8
CCOC(=O)C1=C(N)OC2=C(C(=O)CC(C)(C)C2)C1c1ccc(C)s1 (centres undefined) | -1.8 | 1034 | 14.2% | 2.1 | -7.7 | 3.7% | -0.2% | 15.8% | 8.6% | i | 0.4 | i | 49.1
N#CC1=C(N)C2=CCCC[C@H]2[C@H](c2ccccc2)C1(C#N)C#N | -1.0 | 533 | -2.4% | 11.9 | 12.2 | 20.2% | -1.3% | 10.5% | 9.1% | i | 1.3 | i | 42.4
COc1ccc(-c2nn(-c3ccccc3)cc2CO)cc1OC | -4.2 | 1043 | 9.4% | 15.2 | 11.6 | 0.5% | 0.9% | 1.6% | -5.1% | i | 0.5 | i | 28.6
O=C(Nc1nnc(SCc2ccccn2)s1)C1CC(=O)N(c2ccc(F)cc2)C1 (centres undefined) | · | · | 8.9% | · | · | 2.9% | -0.1% | 2.8% | -1.3% | i | 1.0 | i | 60.7
CCCCSCCCNC(=O)C1CCC(CNS(=O)(=O)c2ccc(NC(C)=O)cc2)CC1 (centres undefined) | · | · | 5.1% | · | · | 1.0% | 0.9% | 3.2% | -9.6% | i | 0.5 | i | 17.0
O=C(NNC(=O)c1cccnc1)NC12CC3CC(CC(C3)C1)C2 | · | · | 3.2% | -7.0 | 9.2 | 1.4% | -0.3% | 17.2% | -3.6% | i | 0.7 | i | 24.8
Oc1c(C(c2ccccc2)N2CCc3ccccc3C2)sc2ncnn12 (centres undefined) | -2.4 | 1068 | 23.0% | -4.3 | 0.5 | 0.2% | 0.8% | 19.4% | -1.0% | i | 1.7 | i | 17.6
Cc1cc(N2CCCCC2)nc(N2CCCCC2)n1 | -1.2 | 1042 | 15.3% | 18.1 | 13.2 | 0.9% | -0.4% | -3.1% | -4.6% | i | 0.1 | i | 43.5
COc1cc2[nH]c(=O)n(Cc3ccccc3Cl)c(=O)c2cc1OC | -8.2 | 1142 | -3.1% | 40.4 | 28.1 | -0.1% | -0.4% | 6.0% | -8.6% | i | 1.7 | i | 10.6
O=C(Nc1cnccn1)Nc1ccccc1F | · | · | 10.3% | · | · | 21.6% | -0.6% | 9.0% | -1.2% | i | 0.4 | i | 57.6
O=C(c1ccco1)N1CCN(C(=O)N2CCOCC2)CC1 | 4.0 | 870 | 1.0% | -16.8 | -4.0 | -0.6% | -0.3% | 3.1% | -14.4% | i | 1.1 | i | 42.0
Cc1c(C)n(CC(O)CN2C(=O)c3ccccc3S2(=O)=O)c2ccccc12 (centres undefined) | 0.3 | 1028 | 4.0% | -2.8 | 1.6 | 1.8% | 1.9% | 17.4% | -4.3% | i | 0.8 | i | 39.4
CC1(C)Cc2c(sc(NC(=O)C(=O)NCCCN3CCOCC3)c2C(N)=O)CO1 | · | · | 3.3% | · | · | 1.3% | -0.3% | 7.2% | -4.2% | i | 2.3 | i | 24.7
